Screens deposited in PubChem BioAssay by The Scripps Research Institute Molecular Screening Center.
M1 PAM parental: counter-screen for M1 PAMs: effect in parental CHO-K1 cells | ATP EC20, Fluo-8 calcium fluorescence; 0% at ATP EC20, 100% at ATP max | activation, % at 3 µM | 360,000 compounds, 0.02% hits | AID 602247;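 active = activation above the run cutoff, the mean activation of all test compounds plus 3 SD, cut at about 40% in these data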;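 note: peak over basal fluorescence ratio in a 140 s read after ATP addition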
CHO-K1 Ca antag: counter-screen for M1 antagonists: effect in parental CHO-K1 cells | ATP-induced calcium, Fluo-8 fluorescence | 360,000 compounds, 0.6% hits | AID 602250 | inhibition, % at 3 µM;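 active = inhibition above a per-plate cutoff, the plate's mean sample inhibition plus 3 SD, cut at about 24% in these data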;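 note: 0% = DMSO plus EC80 ATP and 100% = DMSO alone without ATP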
TAAR1 antag: human TAAR1 antagonism | Q96RJ0 | CHO RD-HGA16 TAAR1, Fluo-8 calcium fluorescence, antagonist | inhibition, % at 3 µM | 360,000 compounds, 1.5% hits | AID 624466;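 active = inhibition above a per-plate cutoff, the mean inhibition of test compounds on that plate plus 3 SD, cut at about 49% in these data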;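 note: 0% = DMSO plus EC80 beta-PEA response and 100% = DMSO alone without agonist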
Target sequence (Q96RJ0 whole entry, looked up): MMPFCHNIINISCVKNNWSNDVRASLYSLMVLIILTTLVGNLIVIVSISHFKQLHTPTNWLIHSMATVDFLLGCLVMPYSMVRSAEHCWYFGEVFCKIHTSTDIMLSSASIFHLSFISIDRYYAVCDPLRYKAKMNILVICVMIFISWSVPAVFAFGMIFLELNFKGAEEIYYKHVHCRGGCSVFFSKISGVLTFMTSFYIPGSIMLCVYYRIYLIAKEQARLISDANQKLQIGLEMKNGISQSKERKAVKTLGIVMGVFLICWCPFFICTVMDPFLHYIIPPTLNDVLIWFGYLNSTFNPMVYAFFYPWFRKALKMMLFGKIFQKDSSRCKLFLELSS
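Assay system: CHO-derived RD-HGA16 cells stably expressing human TAAR1 plus Gα16. Timing: 140 s kinetic read after compound, 140 s after agonist. Technique: kinetic Fluo-8 calcium fluorescence measurement. Measure: % inhibition of agonist calcium response.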
M1 ag parental: nonselective activator or artifact in parental CHO-K1 cells; Fluo-8 calcium fluorescence; scaled to maximal ATP response, vehicle zero; activation, % at 3 µM; 360,000 compounds, 0.48% hits; in the data active = activation above about 15%;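 note: untransfected CHO-K1 host cells lacking M1 receptor as counterscreen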
CHO parental Ca: counter-screen: ATP calcium response change in parental CHO cells; parental CHO-K1, ATP-induced calcium, Fluo-8 fluorescence; inhibition, % at 5.6 µM; 330,000 compounds, 0.63% hits;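 active = inhibition above that plate's mean sample inhibition plus 3 SD, cut at about 26% in these data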;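 note: 0% = ATP-challenged DMSO wells and 100% = DMSO wells without ATP; some compounds past the cut are filed as inactive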
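Assay system – parental CHO cells · Reagent – ATP stimulus · Detection – intracellular calcium via Fluo-8 no-wash fluorescent dye · Evaluation – percent inhibition of ATP-evoked calcium rise, normalized to controls · Controls – ATP wells versus no-ATP DMSO wells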
M1 ag: activates human CHRM1 receptor; P11229; activation, % at 3 µM; 360,000 compounds, 0.33% hits; AID 588814; CHO-K1 hM1, Fluo-8 calcium fluorescence, agonist mode; 0% DMSO, 100% acetylcholine EC100;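 active = activation above the run's mean compound activation plus 3 SD, cut at about 16% in these data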;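 note: peak over basal fluorescence ratio within a 140 s kinetic read after compound addition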
Target sequence (P11229 whole entry, looked up): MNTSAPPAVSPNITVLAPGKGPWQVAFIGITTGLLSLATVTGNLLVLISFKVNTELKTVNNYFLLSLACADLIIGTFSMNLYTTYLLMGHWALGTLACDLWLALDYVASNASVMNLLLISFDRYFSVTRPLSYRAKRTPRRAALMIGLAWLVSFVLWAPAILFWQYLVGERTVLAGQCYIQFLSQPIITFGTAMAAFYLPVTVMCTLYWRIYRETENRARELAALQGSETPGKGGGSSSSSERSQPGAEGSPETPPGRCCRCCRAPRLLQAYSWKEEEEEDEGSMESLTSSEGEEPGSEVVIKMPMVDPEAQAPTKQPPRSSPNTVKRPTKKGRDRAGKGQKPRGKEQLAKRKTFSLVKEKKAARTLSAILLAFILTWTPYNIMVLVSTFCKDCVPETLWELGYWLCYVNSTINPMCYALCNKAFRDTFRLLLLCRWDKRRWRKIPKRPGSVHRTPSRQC
TAAR1 agonist: agonists of human TAAR1; Q96RJ0; CHO RD-HGA16 TAAR1, Fluo-8 calcium fluorescence; vehicle wells 0%, saturating PEA agonist 100%; activation, % at 3 µM; 360,000 compounds, 0.99% hits;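 active = activation above the mean activation of all test compounds in the run plus 3 SD, cut at about 38% in these data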
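Assay system – CHO-derived RD-HGA16 cells with stable Gα16 and human TAAR1 · Compound dosing – one-point dosing at 3 µM (nominal) · Incubation – 17-24 h seeding, 75 min 37 °C dye, 30 min RT · Measured by – kinetic Fluo-8 calcium fluorescence · Control set – DMSO vehicle as 0%, PEA at EC100 as 100% · Repeats – single well for each compound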
M1 antag: human CHRM1 antagonism | P11229 | CHO-K1 hM1, Fluo-8 calcium fluorescence, ACh EC80 antagonist | inhibition, % at 3 µM | 360,000 compounds, 1.3% hits;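 active = percent inhibition above its own plate's cutoff, namely the mean of that plate's compound wells plus 3 SD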;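 note: peak over basal fluorescence ratio during 140 s after agonist addition; 0% = ACh EC80 plus DMSO and 100% = DMSO alone without agonist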
M1 PAM: human CHRM1 positive allosteric modulation; CHO-K1 hM1, Fluo-8 calcium fluorescence, ACh EC20; 0% = ACh EC20, 100% = maximal ACh; P11229; activation, % at 3 µM; 360,000 compounds, 0.088% hits; AID 588819; in the data active = activation above about 19%, passing the limit was not always enough
Active calls of the source: *; nt = not tested or not shown.

Results follow in this order: CHO-K1 Ca antag	M1 PAM	M1 ag parental	CHO parental Ca	M1 ag	M1 antag	TAAR1 agonist	M1 PAM parental	TAAR1 antag
1: CCC1(C)Cc2c(sc3nnn(CC(=O)Nc4ccc(C)cc4)c(=O)c23)CO1 (stereo not given)
    -6.6	-1.2	-0.2	-19.8	-5.2	-2.9	10.6	-0.7	-2.0
2: CCN(CC)CCOC(=O)c1ccc([N+](=O)[O-])cc1
    -9.8	7.4	1.1	1.4	-5.4	-15.4	1.3	-1.7	-35.3
3: O=C(c1noc2c1CSc1ccccc1-2)N1CCN(c2ccc(Cl)cc2)CC1
    -6.9	0.6	0.5	-14.5	-2.2	2.4	3.9	6.7	-10.6
4: COc1ccc(-c2c(NC(C)=O)n(C)c3ccccc3c2=O)cc1
    -9.2	10.9	0.9	-4.9	-4.4	-9.6	7.8	20.3	10.6
5: O=C(NCc1ccccn1)c1nc(-c2cccs2)no1
    -1.2	-3.5	2.7	-0.3	-6.0	-4.5	-0.4	13.3	-4.6
6: CN(C)c1cccc(C(=O)NC2CCCc3ccccc32)c1 (stereo not given)
    -9.0	-0.3	-0.6	-44.3	-8.8	4.0	-3.5	-3.6	-1.9
7: CC12COC3(P(=O)(c4ccccc4)c4ccccc4)CC1CCC23CP(=O)(c1ccccc1)c1ccccc1 (stereo not given)
    8.3	9.7	0.1	-39.7	-5.4	-7.0	9.8	5.9	-15.1
8: CCOc1ccccc1NC1=C(OC)C(=O)C(Nc2ccccc2OCC)=C(OC)C1=O
    5.7	-3.4	-0.1	nt	-1.8	-9.0	-1.8	6.8	6.4
9: O=C1c2ccccc2C(=O)N1c1cc([N+](=O)[O-])ccn1
    3.2	-0.8	0.4	-11.5	-1.8	-2.5	1.5	-7.5	-5.6
10: Cc1ccc(NC(=S)NCCC2=CCCCC2)cc1
    -3.5	-24.0	1.1	-2.2	-6.6	36.2	1.9	-8.5	-26.1
11: Cc1ccc(S(=O)(=O)Nc2cc(=O)[nH]c3c2CCC3)cc1
    20.6	16.4	-0.2	0.7	1.2	-5.4	0.3	-23.8	-0.4
12: COc1ccc(Cl)cc1NC(=O)C1CCCN(S(C)(=O)=O)C1 (stereo not given)
    -5.7	5.1	0.2	-0.1	-6.8	-9.5	1.8	14.6	-19.3
13: O=C(O)COCC(=O)Nc1ccc2c(c1)CCC2
    -7.4	5.2	0.6	-5.1	-4.1	-4.1	17.4	23.4	-14.7
14: O=c1c([N+](=O)[O-])c(O)c2ccccc2n1Cc1ccccc1
    -6.1	12.0	3.3	-12.1	-1.5	-9.2	6.8	3.4	-10.1
15: Cc1csc2ncc(C(=O)Nc3cccc(C(F)(F)F)c3)c(=O)n12
    -0.7	3.4	0.5	-4.3	-1.5	-9.9	4.5	-2.7	-18.8
16: COc1ccc(C(=O)CNc2ccccc2Br)cc1
    0.6	12.6	11.0	-20.7	-2.8	-19.2	2.1	14.7	-16.6
17: O=C(Oc1ccc2c(c1)OCO2)c1ccc(F)cc1Cl
    -6.6	3.4	-0.2	-15.9	-3.6	-10.2	0.1	12.5	-8.1
18: N#CC1=C(N)C(C#N)(C#N)[C@H](c2ccncc2)[C@H]2CC3(CC=C12)OCCO3
    -35.1	8.9	0.1	-6.5	-1.7	-8.9	15.7	6.3	-9.0
19: Cc1c(NC(=O)CN2CCN(c3ccc(F)cc3)CC2)c(=O)n(-c2ccccc2)n1C
    -12.5	3.6	0.8	-4.4	-6.0	-4.1	9.0	21.0	-13.5
20: N#CC[C@H](Cc1ccccc1)N1CCN(CCc2ccccc2)CCC1=O
    0.2	-11.8	-0.3	-18.1	-9.6	18.8	15.1	-17.1	11.9
21: CCN(CC)S(=O)(=O)c1ccc(N2CCCC2)c(NS(=O)(=O)c2ccccc2)c1
    -6.7	0.0	-0.2	-14.4	-8.2	1.2	0.3	14.8	1.7
22: CC(C)(C)C(=O)CSc1nc2ccccc2o1
    -0.8	-1.9	0.5	-12.1	-3.4	-8.7	6.1	-6.0	-16.7
23: COc1ccccc1CN1CC(C(=O)N(CCO)Cc2cccs2)CCC1=O (stereo not given)
    -4.2	0.3	1.3	-9.8	-2.0	-11.0	0.5	2.3	-8.2
24: CC(=O)Oc1ccc2ccccc2c1C(NC(=O)Cc1ccccc1)c1ccccc1 (stereo not given)
    -15.3	16.3	-0.7	-6.4	4.3	-12.2	-1.3	-13.7	10.9
25: Cc1ccc(OCCC(=O)OCC(=O)NCc2ccccc2)cc1
    1.3	4.2	-1.0	-9.2	-2.9	-7.9	-0.1	-3.3	-4.2
26: O=C(NCc1csc(-c2ccccc2)n1)c1cc(F)cc2c1OCOC2
    -4.1	3.8	3.9	-32.6	-4.4	-6.5	2.2	24.0	-16.9
27: CCCCCCOc1ccc(N2C(=O)CC(N3CCC(C(=O)OCC)CC3)C2=O)cc1 (stereo not given)
    -10.7	18.8	0.8	-13.1	-2.1	-8.6	13.2	15.2	-17.3
28: O=S(=O)(NCc1cccs1)c1ccc(Br)cc1
    0.9	-9.7	0.1	-14.2	-4.2	21.6	-0.3	-14.2	17.0
29: O=C(O)C1=C[C@@H](c2ccc(Br)cc2)C[C@@H](OCCCCO)O1
    -12.2	-11.5	0.6	8.5	-4.5	19.0	15.0	9.6	8.1
30: COc1ccc(CCNS(=O)(=O)c2ccc(F)cc2)cc1OC
    -13.2	3.4	1.7	4.9	-2.5	-2.7	9.2	11.2	0.8

4 structures from above, sorted by heavy-atom count, ascending:
Results follow in this order: CHO-K1 Ca antag	M1 PAM	M1 ag parental	CHO parental Ca	M1 ag	M1 antag	TAAR1 agonist	M1 PAM parental	TAAR1 antag
28: O=S(=O)(NCc1cccs1)c1ccc(Br)cc1
    0.9	-9.7	0.1	-14.2	-4.2	21.6	-0.3	-14.2	17.0
29: O=C(O)C1=C[C@@H](c2ccc(Br)cc2)C[C@@H](OCCCCO)O1
    -12.2	-11.5	0.6	8.5	-4.5	19.0	15.0	9.6	8.1
25: Cc1ccc(OCCC(=O)OCC(=O)NCc2ccccc2)cc1
    1.3	4.2	-1.0	-9.2	-2.9	-7.9	-0.1	-3.3	-4.2
26: O=C(NCc1csc(-c2ccccc2)n1)c1cc(F)cc2c1OCOC2
    -4.1	3.8	3.9	-32.6	-4.4	-6.5	2.2	24.0	-16.9

(more compounds)
Results follow in this order: CHO-K1 Ca antag	M1 PAM	M1 ag parental	CHO parental Ca	M1 ag	M1 antag	TAAR1 agonist	M1 PAM parental	TAAR1 antag
31: CCOC(=O)N1CCN(CC(O)COc2ccc(CC)cc2)CC1 (stereo not given)
    1.7	0.4	0.1	-23.3	-10.2	-0.8	1.3	8.8	-11.9
32: COc1ccc(-c2cn(-c3ccc(OC)cc3)c(=S)[nH]2)cc1
    -0.5	-1.0	0.6	-8.5	-4.6	13.8	-1.2	9.1	2.2
33: C[C@@H](C(=O)NCCc1ccccc1)N1C(=O)N2CCc3c([nH]c4ccccc34)[C@@]2(C)C1=O
    -1.0	3.8	1.5	-16.9	-2.1	-16.2	71.4*	7.4	67.6*
34: COc1cc(C#N)c(NC(=O)CN2CCC(C(N)=O)CC2)cc1OC
    -4.8	9.8	-0.4	1.8	-1.6	-11.4	7.1	7.5	-23.6
35: CCCNS(=O)(=O)c1ccc(CCC(=O)N2CCN(c3ccc(OC)cc3)CC2)cc1
    -5.5	-11.0	2.7	-15.1	-0.5	-0.6	14.0	-8.4	-6.1
36: COc1ccc(C2=CC(c3ccc(F)cc3)n3nnnc3N2)cc1 (stereo not given)
    -12.6	4.0	0.3	-22.2	-4.6	-1.3	6.0	14.4	0.8
37: COc1ccc(NC(=O)c2cc(-c3ccc(C)o3)nc3ccccc23)cc1OC
    7.2	-8.3	3.5	-13.4	0.2	6.3	12.9	-1.4	37.5
38: CCN1C[C@@H]2[C@@H]3C(=O)N(C)C(=O)[C@@H]3[C@](C)(C1=O)N2C(=O)c1ccc(C)cc1
    -25.2	13.3	1.9	nt	-0.9	-16.9	13.9	32.5	9.4
39: Cc1ccc(N=C2NC(=O)/C(=C/c3cn(C)c4ccccc34)S2)cc1C
    0.9	-8.0	5.5	19.8	1.4	6.6	18.3	6.6	20.3
40: CC1C(=O)N2CCCc3cc(NS(=O)(=O)c4ccc([N+](=O)[O-])cc4)cc1c32 (stereo not given)
    -11.1	12.9	0.4	-12.2	-3.0	-11.3	0.4	7.6	4.5
41: CC(C)(C)NC(=O)NC(=O)COC(=O)CNC(=O)c1cccc(F)c1
    -4.6	9.1	1.5	-6.5	-1.9	-4.9	4.9	12.8	8.0
42: Cc1cc(NS(=O)(=O)c2ccc(NC(=O)COc3ccccc3Cl)cc2)no1
    -10.8	6.4	0.3	-10.9	-6.7	-10.0	1.7	3.2	-6.3
43: CC(NC(=O)CNC(=O)c1cccs1)c1cccc(C(F)(F)F)c1 (stereo not given)
    -6.2	9.3	-0.1	-8.8	-1.9	-13.5	0.1	1.1	-18.5
44: CCOC(=O)c1nc(Nc2ccc(C(=O)O)cc2)c2ccccc2n1
    -10.0	3.1	0.2	-7.0	-3.2	-27.5	4.9	22.3	10.5
45: O=c1ccn([C@@H]2O[C@H](CNCC3=Cc4cc(O)ccc4OC3)[C@@H](O)[C@H]2O)c(=O)[nH]1
    -8.7	6.7	-0.5	nt	-3.1	-1.3	7.2	11.0	-14.3
46: Cc1ccc(NC(=O)c2ccc(OC(=O)CCN3C(=O)c4ccccc4C3=O)cc2)cc1
    14.0	6.8	0.5	-12.9	-1.0	-28.9	10.5	-6.4	20.1
47: COc1cc(CN2CCN(c3cccc(Cl)c3)CC2)cc(OC)c1OC
    9.1	-8.1	1.3	-8.0	-7.0	9.1	0.6	-10.0	14.0
48: CCCC[N+](CC#Cc1ccccc1)(CCCC)CCCS(=O)(=O)[O-]
    2.2	7.3	-0.6	-6.5	-5.8	3.4	6.7	16.1	-2.2
49: CCSc1nsc(NC(=O)Nc2cccc(C(C)=O)c2)n1
    30.8*	-24.1	16.5*	66.5*	3.7	51.1*	8.0	-13.2	28.2
50: OC1(c2ccc(Br)cc2)CN(c2ccccc2)C2=[N+]1CCS2 (stereo not given)
    1.4	-0.7	0.1	-12.2	-5.6	10.1	-1.3	-1.5	-24.3
51: Cc1cc(C)n2nc(C(=O)Nc3c(C)nn(Cc4ccc(F)cc4)c3C)cc2n1
    -5.8	-1.6	2.4	-20.0	-2.9	-0.3	7.5	13.3	2.6
52: CCn1c(CC(=O)Nc2ccc(OC)cc2)nnc1SCC(=O)N1CCOCC1
    2.7	5.2	-0.1	-8.7	1.6	-3.0	5.2	3.9	-17.1
53: Cc1ccc(N2C(=O)CC(Sc3ncn[nH]3)C2=O)cc1C (stereo not given)
    -8.6	7.9	0.7	-18.3	-0.1	-26.5	5.9	19.3	-0.9
54: COc1ccc(C(C)(C)C)cc1NC(=O)c1ccc[n+]([O-])c1
    -12.7	9.6	2.3	-1.4	-2.2	-9.4	0.7	24.8	8.7
55: C=CCCN(C(C(=O)OC)C(C)C)S(=O)(=O)c1ccccc1Br (stereo not given)
    -14.4	1.2	-0.8	-20.2	-7.5	-8.6	-2.2	8.5	9.8
